F508del corr: F508del CFTR correction, initial screen, CFBE line, single point; CFBE cells, YFP halide quenching; stimulated with forskolin plus potentiator P3; % fluorescence drop versus neutral controls; 350,000 compounds, 0.36% hits; activity (quench increase), % at 7.58 µM;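 active = mean added fluorescence quench of at least 8% versus neutral control, with both replicates also reaching 8%; inconclusive = only one of the mean or replicate conditions met; inactive = mean below 8% and not both replicates reaching 8%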;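 also: cells transiently co-express mutant CFTR-F508del with the halide-sensitive YFP; corrector assay measuring rescue of mutant channel to the surface after 24 h compound exposure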
PAX8 inh HTS: inhibitors of PAX8-driven TPO luciferase reporter, primary screen, RMG-I cells, single concentration | inhibition, % at 12.6 µM | SteadyGlo, 24 h | 360,000 compounds, 1.2% hits;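 active = mean replicate inhibition at least 60% with every replicate also reaching 60%; inconclusive = only one of the two criteria is met; inactive = mean below 60% and not all replicates reaching 60%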;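 also: luciferase light reporting Pax8 driven TPO promoter activity; plate controls were median of neutral control wells for no effect and mitoxantrone controls for full effect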
DENV2 CPE: inhibitors of DENV2 cytopathic effect, primary screen, cell-based, plate reader, single concentration; DENV2-infected cells, cytopathic effect rescue; CPE inhibition, % at 9.99 µM; 350,000 compounds, 1.7% hits; in the data active = CPE inhibition above about 20%, passing the limit was not always enough; inconclusive = no clear call, values can overlap the other calls; tested in BHK-21 cells;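 also: 0% = median of neutral control wells and 100% = median of positive control wells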
EWS-Fli block: EWS/Fli-driven NR0B1 reporter inhibitors, primary screen, A673 cells, NR0B1 luciferase, luminescence, MLPCN library; viability-normalised; inhibition, % at 12.6 µM; 350,000 compounds, 0.67% hits; AID 651661, 2012;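 active = mean inhibition of at least 50% after viability correction, with every replicate also passing that limit; inconclusive = mean reaches 50% but only one of two replicates passes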;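 also: firefly luciferase signal divided by Alamar Blue viability fluorescence both relative to DMSO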
INS-1E GSIS act: GLuc luminescence reporter in INS-1E cells, primary screen for activators of glucose-dependent secretion of insulin; 370,000 compounds, 0.61% hits; AID 743287, 2014; activation, % at 16.6 µM; INS-1E GLuc reporter insulin secretion, 2-3 h;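 active = lowest replicate activation of at least 40%, so every replicate reaches that level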;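 also: 0% = median of neutral control wells and 100% = median of IBMX positive control wells; some compounds called inactive have numbers as strong as hits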
ARNT TACC3 PPI: disruptors of ARNT/TACC3 protein interaction, primary screen, biochemical, AlphaScreen, single concentration; Transforming acidic coiled-coil-containing protein 3 (Homo sapiens), Q9Y6A5; AlphaScreen His-ARNT PAS-B/GST-TACC3 binding, luminescence; TACC3 fragment carries E629A point mutation; inhibition, % at 9.99 µM; 390,000 compounds, 0.66% hits;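 active = mean inhibition of replicates at least 50% and at least half of replicates each reaching 50%; inconclusive = half or more replicates reach 50% but mean below 50%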;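 also: 0% = complete ARNT plus TACC3 wells and 100% = ARNT alone without TACC3; many hits fall short of the cut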
Xi reactivation: activators of inactive X chromosome reactivation, primary screen, imaging, XiGFP fibroblasts, GFP high-content imaging, set 2; 360,000 compounds, 0.055% hits; XiGFP mouse fibroblasts, % GFP-positive cells imaging, 3 d; cells co-treated with 5-aza-dC sensitizer; scaled so ellipticine positive control = 100%; activation, % at 7.58 µM;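 active = mean normalized replicate activation at least 10% and every replicate at or above 10%; inconclusive = only one of the two criteria met; inactive = mean below 10% and not all replicates reach 10%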;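 also: 0% = median of on-plate neutral control wells and 100% = ellipticine 6 µM median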
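System: SV40-immortalized XiGFP fibroblast cells, line 68-5-11 / Incubation: 3-day compound exposure, then 15 min fixation at room temperature / Compound: single concentration per compound, delivered by pin transfer / Buffer or medium: DMEM plus 5-aza-dC sensitizer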
ERp5 block: inhibitors of ERp5-driven insulin aggregation, primary screen, biochemical, turbidity, absorbance 650 nm, single point. Protein disulfide-isomerase A6 (Homo sapiens), Q15084. 90 min. inhibition, % at 9.99 µM. 350,000 compounds, 0.05% hits;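 active = mean replicate inhibition above about 25%, with every replicate also reaching it, limit read from the data, passing the limit was not always enough; inconclusive = only one of those two criteria met; inactive = neither criterion met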
Target sequence (Q15084 whole entry, looked up): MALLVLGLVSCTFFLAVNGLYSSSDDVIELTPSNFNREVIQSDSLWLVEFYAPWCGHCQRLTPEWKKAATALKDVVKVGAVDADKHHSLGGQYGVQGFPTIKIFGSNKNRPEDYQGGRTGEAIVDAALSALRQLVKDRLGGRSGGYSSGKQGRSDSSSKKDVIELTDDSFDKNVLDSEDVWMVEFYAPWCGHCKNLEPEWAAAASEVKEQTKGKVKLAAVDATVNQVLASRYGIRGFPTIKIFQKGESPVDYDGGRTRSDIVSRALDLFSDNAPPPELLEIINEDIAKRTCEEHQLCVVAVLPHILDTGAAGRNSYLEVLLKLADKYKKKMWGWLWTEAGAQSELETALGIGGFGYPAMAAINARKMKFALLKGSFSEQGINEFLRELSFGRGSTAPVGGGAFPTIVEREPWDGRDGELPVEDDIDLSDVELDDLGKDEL
An asterisk follows results filed as active; ? = inconclusive; . = not tested or not shown.

Values run as follows: Xi reactivation, EWS-Fli block, DENV2 CPE, INS-1E GSIS act, ERp5 block, F508del corr, ARNT TACC3 PPI, PAX8 inh HTS
- Cc1ccc(NC(=O)C(=O)NN=C2CCCC2)cc1C
→ 0.0, -34.6, 7.8, 1.3, 3.7, -0.4, -0.7, -17.3
- CCC1=C2CC[C@H]3C(=O)N(CC)C(=O)[C@H]3[C@H]2[C@@]2(Cc3ccccc3)C(=NCc3ccccc3)OC(=O)N2C1=O
→ 0.0, 1.3, 5.8, -9.7, 2.2, 1.1, -7.5, -8.6
- O=C(C[C@@H]1C=C[C@H](NC(=O)Cc2ccccn2)[C@H](CO)O1)NCCc1ccncc1
→ 0.7, -7.7, 1.2, 3.6, -0.2, -2.9, 18.3, 9.0
- Cc1ccccc1S(=O)(=O)Nc1ccc2c(c1)C(=O)N(C)[C@H]1CC[C@@H](CC(=O)O)O[C@H]1CO2
→ 0.0, -6.6, 10.1, -5.7, -6.7, 0.1, ., -4.5
- COCCN1C(=O)C(=O)/C(=C(/O)c2ccc(S(=O)(=O)N3CCOCC3)cc2)C1c1ccc(O)cc1 (stereo not drawn)
→ 0.9, 9.1, 1.3, -17.2, 5.4, 0.6, 4.5, 4.6
- N#C/C(=N\Nc1ccccc1)C(N)=S
→ 0.1, -10.0, -2.2, -2.7, 5.1, 1.6, 2.1, -3.7
- CN1CCN(C(=O)C[C@H]2CC[C@@H]3[C@H](COC[C@@H](O)CN3C(=O)Nc3ccc4c(c3)OCO4)O2)CC1
→ 0.1, -29.5, 4.1, -0.7, -0.7, 0.8, 7.2, -32.8
- CCOC(=O)[C@H]1[C@H]2COc3ccc(Br)cc3[C@@H]2N2C(=O)N(c3ccccc3)C(=O)[C@@]12C
→ 0.0, -3.5, -6.9, -14.2, -1.5, 0.2, -2.8, 20.7
- O=C(O)Cn1nnc(-c2ccc(OCc3ccccc3)cc2)n1
→ 0.1, -7.9, -6.4, 1.7, -1.6, -0.9, 0.0, 0.0
- CN(C)S(=O)(=O)c1ccc(C(=O)NCC(C)(C)CN=C2NS(=O)(=O)c3ccccc32)cc1
→ 0.4, 5.1, 8.3, 10.8, 1.2, -2.3, 3.4, -1.9
- COc1cc(C(=O)NCCC2=CCCCC2)ccc1OCc1c(C)noc1C
→ 0.0, 1.4, -1.5, 2.5, 7.2, 4.2, ., -3.2
- CN(C)CCCNC(=O)C[C@H]1CC[C@H]2[C@H](COc3ccc(NC(=O)c4ccccc4F)cc3C(=O)N2C)O1
→ 0.1, -23.8, 5.9, 9.6, 0.8, -1.4, 1.5, -68.2
- O=C(COC(=O)/C=C/c1cccc(Cl)c1)Nc1ccc2[nH]c(=O)[nH]c2c1
→ 0.4, -2.6, ?, -5.7, 7.4, -1.3, -1.1, -5.4
- CC(C)[C@H](NC(=O)c1ccco1)C(=O)NC12CC3CC(CC(C3)C1)C2
→ -0.1, -1.5, ., 7.4, -5.1, 2.2, ., 0.0
- O=C(NCc1ccccc1)C(=O)NCC1OCCN1S(=O)(=O)c1ccc([N+](=O)[O-])cc1 (stereo not drawn)
→ 0.0, 4.3, 1.4, -3.8, 1.3, -3.2, 1.6, 1.3
- Cc1noc(C)c1NC(=O)Nc1ccc2c(c1)CC(=O)N([C@@H](C)CO)C[C@@H](C)[C@@H](CN(C)CC1CC1)O2
→ -0.2, 4.4, 3.3, 12.7, -5.3, 0.4, -3.1, -26.2
- Cc1cccc(NC(=O)CSCC(=O)Nc2cc(Cl)ccc2N2CCN(C)CC2)c1
→ 0.2, ., -0.6, -23.7, 3.0, -0.2, 1.1, .
- Cc1cc(S(=O)(=O)N2CCC3(CC2)OCCO3)c(C)cc1Cl
→ 0.1, 6.2, 7.2, ., 1.9, -1.5, -8.9, .
- COc1ccccc1NC(=O)c1ccc(NC(=O)CN2C(=O)CN(C)C2=O)cc1
→ 0.2, -4.6, -2.3, 2.0, -3.9, 0.7, -5.6, 10.6
- C[C@H](CO)N1C[C@H](C)[C@H](CN(C)C(=O)NC2CCCC2)Oc2ncc(C#CC3CCCCC3)cc2C1=O
→ -0.7, -4.5, -7.2, -34.3, 2.8, -0.3, 4.6, .
- COCC#Cc1ccc([C@@H]2[C@H](CO)N3CCCCN(S(=O)(=O)c4cccc(OC)c4)C[C@@H]23)cc1
→ 0.2, ., ., -7.3, ., -0.7, 18.3, -6.0
- CC(=O)NNC(=O)c1cc2c3ccccc3n(C)c2s1
→ 0.0, 1.2, -2.6, -1.6, -0.9, -1.5, -12.8, 5.0
- COc1ccc2c3c([nH]c2c1)[C@@H](CO)N(Cc1ccc(F)cc1)CC31CN(C)C1
→ 0.0, 3.1, -1.5, 5.9, ., 0.2, ., .
- Cc1ccc(S(=O)(=O)N2Cc3ccccc3CC2C(=O)N(C)C)cc1 (stereo not drawn)
→ -0.1, 2.2, -7.6, 17.2, 0.3, -1.5, ., -0.3
- Cc1noc(C)c1NC(=O)Nc1ccc2c(c1)C(=O)N(C)[C@H]1CC[C@H](CC(=O)N[C@@H]3CCN(Cc4ccccc4)C3)O[C@H]1CO2
→ 0.1, -3.0, 8.4, 3.8, -0.8, 4.5, 5.6, -25.3
- Cc1ccc(C)c(OCC(=O)Nc2ccccc2C(=O)N2CCN(C)CC2)c1
→ 0.2, 24.8, -0.6, -4.1, -7.2, 3.5, -6.0, 13.8
- COc1cccc(CNc2nc(NCc3ccccc3)nc3ccsc23)c1
→ 0.0, 7.6, 6.7, -43.4, -2.4, -0.7, ., 14.7
- CCCN1C[C@H](C)[C@H](OC)CN(C)C(=O)c2cc(NC(=O)c3cccc(OC)c3)ccc2OC[C@H]1C
→ 9.3, -7.3, ., -3.1, ., -2.2, ., .
- CCc1ccccc1NC(=O)Nc1c(C)n(C)n(-c2ccccc2)c1=O
→ 0.2, 4.9, ?, 3.2, -6.6, 3.3, 3.4, 20.2
- CC(=O)c1ccc(OC2(C)CCN(Cc3ccccc3OC(F)F)C2)cc1 (stereo not drawn)
→ 0.0, -1.6, 0.9, -6.2, 15.9, -1.4, ., -25.4
- CN(C)CCCNC(=O)C[C@H]1CC[C@@H](NC(=O)c2ccccc2F)[C@H](CO)O1
→ 0.2, -5.2, 3.0, 0.2, -6.4, 0.8, -2.5, 1.9
- COc1ccc(/C=N/NC(=O)CSCC(=O)Nc2ccccc2)cc1
→ 0.0, -15.6, 2.6, 8.7, 0.6, -2.4, 0.5, -4.4
- CCC1(c2ccccc2)NC(=O)N(CC(=O)Nc2cc(S(=O)(=O)N3CCCCCC3)ccc2OC)C1=O (stereo not drawn)
→ -0.1, 13.1, 6.5, -31.1, -10.2, 2.4, -1.8, 24.1
- CCOc1ccccc1NC(=O)COC(=O)CN1C(=O)NC(C)(C)C1=O
→ -0.1, 2.9, 14.8, -0.1, 1.1, 3.6, 1.8, 3.3
- Cc1cc([N+](=O)[O-])nn1CCCC(=O)Nc1cccc(Cl)c1Cl
→ -0.2, 9.3, -4.7, -20.3, 0.7, -2.5, 2.7, -6.3
- COc1ccccc1-c1c(C)nn2c(N3CCC(C)CC3)cc(C)nc12
→ -0.1, 13.9, -5.4, -24.5, 4.2, -2.6, 4.3, -3.3
- Cn1c(N)c(C(=O)COC(=O)C2Cc3ccccc3CN2S(C)(=O)=O)c(=O)n(C)c1=O (stereo not drawn)
→ 0.0, -2.2, 5.8, 19.0, 12.1, 1.3, ., 2.8
- Cc1cccn2c(=O)nc(SCC(=O)NC3CCCCC3)nc12
→ 0.0, -3.9, 3.9, 8.2, -3.2, 6.0, -5.0, -5.0
- C[C@H]1CN([C@@H](C)CO)C(=O)CCCn2cc(nn2)CO[C@H]1CN(C)C(=O)NC1CCCC1
→ 0.2, -0.5, 17.0, 5.7, 2.8, 1.6, -0.2, .
- Fc1ccc(/C=N/N2CCCCC2)c(F)c1
→ 0.0, -3.5, -2.1, 30.0, 0.5, -1.3, -4.9, 9.0
- CCOCCCNC(=O)Cn1cc2c(n1)CCCCC2
→ 0.2, 2.2, 4.5, -1.8, -2.0, -1.6, 0.5, -3.2
- COc1cccc(-c2cn(CC[C@H]3CC[C@@H](NC(C)=O)[C@H](CO)O3)nn2)c1
→ 0.0, -35.9, -4.6, 1.0, -1.6, 1.1, -9.3, 20.0
- Cc1sc2ncnc(N3CCC(C(=O)NNC(=O)c4ccc(F)cc4)CC3)c2c1C
→ 0.0, 6.2, 7.5, -12.3, -3.2, -1.1, 6.6, -9.0
- COc1ccc(CN2CCN(c3ccccc3OC)CC2)cc1OC
→ 0.1, -3.2, 10.7, 4.0, -0.1, 2.5, 23.1, -18.7
- CCOc1ccc(S(=O)(=O)NCCC(=O)OCC(=O)Nc2cc(C)on2)cc1
→ 0.3, -7.0, -9.3, 1.9, -15.3, 1.9, 2.3, 3.8
- CN(/N=C/c1ccccc1Cl)c1ncc(Cl)cc1C(F)(F)F
→ 0.0, -6.5, 1.4, -2.3, 2.1, -3.9, -3.4, -115.1
- CCOc1ccc(NS(=O)(=O)c2ccc(C(=O)NCCCN3CCCC3=O)cc2)cc1
→ -0.1, ., 1.4, 1.2, 5.2, -0.8, -4.7, 16.2
- CC(C)(C)OC(=O)N1CCC(c2c(C(=O)N3CCN(C4CCCCC4)CC3)cnn2-c2ccc(F)cc2)CC1
→ -0.1, 1.4, 9.3, 7.5, -0.5, 0.0, 4.8, -5.5
- COc1ccc(-n2c(=O)[nH]c3cc(C(=O)NCCc4ccccc4)ccc3c2=O)cc1OC
→ 0.2, 1.4, -5.9, 8.4, 0.0, 3.1, 3.0, -1.1
- O=C(C[C@@H]1CC[C@@H]2[C@H](COC[C@@H](O)CN2Cc2ccccc2)O1)N[C@H]1CCN(Cc2ccccc2)C1
→ 2.7, -5.8, -2.9, 7.8, -4.9, 1.8, 18.3, 13.1
- COc1ccc(C(C)=O)cc1CSc1nnc(Nc2c(C)cccc2C)s1
→ 0.0, -10.8, ., ., 0.1, 6.2, ., 31.1
- COc1ccccc1OCC(=O)NNC(=O)c1ccc2c(=O)n3c(nc2c1)CCC3
→ -0.1, ., -3.9, -2.8, -0.7, -0.6, 1.4, 7.0
- Cc1ccc(OCCC(=O)OCC(=O)NCCc2ccc(Cl)cc2)cc1
→ 0.0, 3.8, 6.1, 9.7, 0.8, -1.9, -3.4, 4.9
- COc1cc(-c2noc(C)c2C#CCO)cc(OC)c1OC
→ 0.0, 0.4, -13.1, 16.2, 0.0, -1.3, 24.8, -22.8
